T cell modulator – modulators of CD8 T cell-vesicle binding, primary screen, mouse 2C CD8+ T cells, flow cytometry | 2C CD8+ T cell-vesicle binding; stronger effect = lower value | calls only at 7 µM | actives 0.068% (n = 330,000);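 active = response, share of CD8 T cells binding vesicles, and their 90th percentile fluorescence all below set limits, cut at about 80% in these data, passing the limit was not always enough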
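System: murine 2C transgenic CD8+ T lymphocytes; also added: QL9-loaded Drosophila micro-vesicles; times: binding 1.5 h at 37 °C; measured by: flow cytometry, PE anti-B7-1 (FL2) versus Alexa647 anti-CD8 (FL8), PFA-fixed; control set: Peptide-free naked vesicles (low) and QL9 vesicles with 0.7% DMSO vehicle (high)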
MgcRacGAP inhibition – MgcRacGAP GTPase-activating activity inhibitors, confirmation, biochemical, ADP Hunter fluorescence. actives 0.6% (n = 340,000). Rac GTPase-activating protein 1 (Homo sapiens). one-dose inhibition, % at 30 µM; IC50 in µM for titrated hits. MgcRacGAP-stimulated Rac1 GTP hydrolysis, ADP Hunter fluorescence; higher % means a stronger effect; GST-tagged Rac1 F28L mutant substrate. AID 624330, 2012;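 active = first-screen hits whose inhibition reached a set limit at any dose in the follow-up dose series; inconclusive = inhibition above the set first-screen limit but never retested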;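 note: fluorescence reports GDP produced by GAP-driven GTP hydrolysis; strong numbers were not always called active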
PhoP inhibition – inhibitors of PhoP regulon expression, primary screen, Salmonella Typhimurium, GFP reporter (AID 1863); S. Typhimurium PhoP-regulated promoter GFP reporter, 4 h; higher % means a stronger effect; inhibition, % at 50 µM; hits with a dose series show IC50 in µM; actives 0.16% (n = 300,000);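 active = inhibition over 29.93%, a cutoff 3 SD above the screen mean, later confirmed by dose response; inconclusive = inhibition over 29.93% but no dose response follow-up; inactive = inhibition at most 29.93% or unconfirmed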;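 note: 0% = low Mg2+ inducing control and 100% = high Mg2+ repressing control; strong numbers were not always called active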
NS5 inhibitors – Dengue-2 NS5 methyltransferase inhibitors, primary screen, biochemical, confirmation dose response (AID 588689); Dengue-2 NS5 methyltransferase capping enzyme assay, biochemical; higher % means a stronger effect; inhibition, % at 25 µM; hits with a dose series show IC50 in µM; actives 0.3% (n = 340,000); in the data active = a potency from the dose series; inconclusive = inhibition above about 29% without an active follow-up result
K1F lysis inhibition – inhibition of K1F phage lysis, E. coli UTI89, bacterial capsule biogenesis inhibitors, alamar blue (AID 488966); E. coli UTI89 K1F phage lysis, alamar blue, 2 h; higher % means a stronger effect; inhibition, % at 100 µM; hits with a dose series show IC50 in µM; actives 0.02% (n = 340,000);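 active = phage lysis inhibition, versus mean bacterial control, above a set limit; inconclusive = no clear call, values can overlap the other calls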;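 note: capsule biogenesis inhibitors block K1F phage lysis so surviving cells raise fluorescence; higher fluorescence means more inhibition of phage lysis; actives were called in the ten point dose series up to 300 µM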
RSV antiviral HEp-2 – RSV antiviral activity via CPE protection, HEp-2 cells, primary 10 µM value included (AID 2391). HEp-2 cells, RSV-induced CPE inhibition; higher % means a stronger effect. CPE inhibition, % at 10 µM; hits with a dose series show IC50 in µM. actives 0.13% (n = 310,000); in the data active = a potency from the dose series; inconclusive = CPE inhibition mostly from about 23% at the one dose, without a potency; inactive = the rest, 99 in 100 with CPE inhibition below about 21%; note: strong numbers were not always called active
SV40 large T antigen – SV40 large T antigen inhibitors, biochemical (AID 1903); SV40 large T antigen ATPase/helicase inhibition assay; higher % means a stronger effect; inhibition, % at 20 µM, or IC50 in µM where a hit was titrated; actives 0.39% (n = 310,000); in the data active = a potency from the dose series; inconclusive = inhibition mostly from about 32% at the one dose, without a potency; inactive = the rest, 99 in 100 with inhibition below about 32%; note: strong numbers were not always called active
NTR1 ag – agonists of NTR1, primary screen, imaging, U2OS cells, beta-arrestin-GFP, high content (AID 493036); Neurotensin receptor type 1 (Homo sapiens), P30989; NTR1-U2OS beta-arrestin-GFP spot imaging, agonist mode; activation, % at 20 µM; actives 0.17% (n = 330,000);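 active = activation at or above 40% of the spot to cytoplasm intensity ratio, with at least 20 cells analyzed; inconclusive = wells under 20 cells, flagged as cytotoxic or low count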;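 note: 0% = DMSO without peptide and 100% = 100 nM NTR1 peptide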
Target sequence (P30989 whole entry, looked up): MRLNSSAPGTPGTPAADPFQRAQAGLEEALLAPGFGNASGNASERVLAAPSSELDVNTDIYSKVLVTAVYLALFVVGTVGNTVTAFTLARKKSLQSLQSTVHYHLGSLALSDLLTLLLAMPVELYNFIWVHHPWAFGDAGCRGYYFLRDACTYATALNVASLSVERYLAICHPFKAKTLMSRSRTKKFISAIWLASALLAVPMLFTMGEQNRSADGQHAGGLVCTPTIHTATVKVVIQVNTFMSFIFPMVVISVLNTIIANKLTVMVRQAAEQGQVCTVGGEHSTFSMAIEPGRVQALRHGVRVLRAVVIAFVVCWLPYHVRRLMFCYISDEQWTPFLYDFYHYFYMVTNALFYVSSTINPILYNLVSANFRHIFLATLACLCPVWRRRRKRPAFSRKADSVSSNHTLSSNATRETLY
West Nile antiviral – West Nile virus antiviral activity, cell-based, CPE readout (AID 1621). West Nile virus-infected cells, CPE inhibition; higher % means a stronger effect. CPE inhibition, % at 10 µM, or IC50 in µM where a hit was titrated. actives 0.02% (n = 290,000); in the data active = a potency from the dose series; inconclusive = CPE inhibition mostly from about 3.7% at the one dose, without a potency; inactive = the rest, 99 in 100 with CPE inhibition below about 2.2%; note: strong numbers were not always called active
T cell modulator vesicle-bound % – recorded beside T cell modulator, whose call it bears; double positive events, %; measured here: CD8+ vesicle-bound cell fraction;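 binding gate set so that unloaded-vesicle control wells show 10% double positive cells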
NTR1 ag cell count 20 µM – also measured in NTR1 ag; calls as there; cell count; measured here: cell count, cytotoxicity flag
NS5 inhibitors pilot replicate – second read-out of NS5 inhibitors, no call of its own (marks repeat the call); inhibition, %; measured here: pilot screen replicate inhibition
* hit, by the source's call; i = inactive; ? = inconclusive; · = not tested or not shown; [ ] = remark or other dose.

SMILES	T cell modulator	T cell modulator vesicle-bound %	MgcRacGAP inhibition	PhoP inhibition	NS5 inhibitors	K1F lysis inhibition	RSV antiviral HEp-2	SV40 large T antigen	NTR1 ag	NTR1 ag cell count 20 µM	West Nile antiviral	others
CCc1cc2c(CN3CCN(CCO)CC3)cc(=O)oc2cc1O	i	42	5%	-3%	-13%	1.0%	0.0%	22%	-0.2	94	-0.5%
CC(C)N1C(=S)SC(C)(C)C1NO (stereo not given)	i	30	10%	-6%	1%	0.2%	3.6%	7%	0.9	57	0.0%
C/C=C/c1ccc(OCCOCCNCc2ccccc2)c(OC)c1	i	55	22%	-6%	-1%	-0.3%	-0.7%	10%	2.3	60	-2.2%	NS5 inhibitors pilot replicate=0.9
COc1ccc2[nH]cc(CC(=O)O)c2c1	i	22	1%	4%	-1%	4.5%	1.1%	1%	-2.0	92	?
Cc1cc(C)c2cc(C#N)c(NCCCNC(=O)CCC(=O)O)nc2c1	i	33	5%	2%	-5%	-0.5%	2.1%	6%	-1.5	71	-0.2%	NS5 inhibitors pilot replicate=-0.2
COc1ccccc1CNC(=O)COC(=O)c1ccc(Cl)c(N)c1	i	35	4%	8%	-1%	3.0%	4.3%	1%	0.4	38	0.1%
O=C(C1Cc2ccccc2CN1S(=O)(=O)c1ccc(F)cc1)N1CCOCC1 (stereo not given)	i	19	10%	7%	-11%	-0.1%	0.1%	-6%	0.0	64	-0.6%
Cc1cccc(C(=O)NNC(=S)NC(=O)c2cccs2)c1	i	39	-2%	3%	12%	1.8%	-1.1%	10%	2.3	48	-1.3%
CCOc1ccc(NS(=O)(=O)c2ccc3c(c2)N(C(C)=O)CCS3)cc1	i	35	-40%	4%	2%	-0.5%	7.1%	1%	2.5	60	-0.2%
Cc1ccc(S(=O)(=O)N2CCOCC2)cc1C(=O)NCC1CCCCC1	i	26	5%	·	1%	0.3%[50 µM]	1.6%	·	-0.6	52	·
CCN1C(=O)[C@@H]2[C@@H](c3ccc(-c4cccc(Cl)c4)c(OC)c3)N3CCCC[C@@]3(C(=O)OC)[C@@H]2C1=O	i	24	4%	·	-2%	0.2%	4.1%	7%	-8.9	65	·
O=C(Nc1ccc(N2CCOCC2)cc1Cl)C1CCN(C(=O)OCc2ccccc2)CC1	i	52	0%	-6%	-7%	0.1%	10%	10%	1.4	47	-0.4%
O=C(O)CCC(NC(=O)C1CCCN1C(=O)OCc1ccccc1)C(=O)O (stereo not given)	i	35	1%	-1%	·	0.5%	-1.1%	15%	-0.3	27	1.1%
Cc1ccc(-c2nc(-c3nccc4ccccc34)oc2-c2ccccc2)cc1	i	44	2%	-4%	-2%	0.1%	14%	6%	2.0	68	0.1%
CCCCOC(=O)CN1C(=O)c2ccc(C(=O)OCCCC)cc2C1=O	i	12	14%	8%	-6%	0.1%	2.7%	5%	7.3	35	1.6%
COC(=O)c1cc(-c2ccccc2)on1	i	41	14%	-16%	5%	1.2%	0.9%	2%	1.5	51	-0.2%
CCOc1ccc(C(=O)NCC(=O)OCc2c(C)noc2C)cc1	i	14	5%	-4%	-5%	2.0%[50 µM]	1.7%	-36%	0.2	77	0.1%
Cc1cc(NC(=O)CCN2CCC(C(N)=O)CC2)ccc1Br	i	33	2%	8%	-6%	0.9%	-0.5%	19%	-1.2	87	-0.2%
CCCn1c(C(=O)OC)cc2c1ccn2-c1ccc(F)cc1	i	8	6%	0%	-12%	0.6%	9.6%	2%	4.6	96	-0.3%
O=C(OC(C(=O)NCc1cccs1)c1ccccc1Cl)c1ccco1 (stereo not given)	i	22	1%	8%	-2%	3.5%	1.0%	-3%	1.0	49	0.5%
O=c1cc(-c2ccc(F)cc2)oc2ccccc12	i	60	12%	·	-3%	1.0%	-2.3%	·	-1.1	41	-0.1%
COC(=O)[C@@H](NC(=O)NCCC1=CCCCC1)C(C)C	i	8	8%	-8%	7%	0.4%	2.3%	3%	-0.6	43	0.2%
CCCc1cc(-n2ccnc2)n2c(nc3ccccc32)c1C#N	i	43	-1%	16%	-54%	-0.1%[50 µM]	0.9%	-1%	-1.2	64	·
O=C(/C=C/c1ccc(Br)o1)NCc1ccccc1	i	21	22%	-3%	-2%	0.0%	0.8%	28%	-0.6	72	0.4%
COc1cc(/C=C/c2ccc3cccc(OC)c3n2)c(O)c([N+](=O)[O-])c1	i	18	8%	-7%	-9%	-0.2%	-0.1%	1%	3.9	31	?
Cc1ccc(S(=O)(=O)N(C)c2ccccc2C(=O)Nc2ccc(F)cc2F)cc1	i	58	6%	6%	-1%	1.6%	0.8%	11%	-0.1	51	-1.6%
O=C1CCN(Cc2ccc(O)cc2)CCN1[C@H](CO)Cc1ccccc1	i	17	7%	9%	-1%	0.3%	-1.2%	72%	-1.1	82	-1.3%
CN1c2ccccc2C(=O)/C(=C\Nc2ccc(F)cc2F)S1(=O)=O	i	28	9%	-6%	-1%	0.6%	3.0%	2%	1.5	46	0.5%
Cc1ccc(O)c(Nc2c3ccccc3nc3ccccc23)c1	i	66	·	14%	-3%	0.7%	1.7%	13%	13	99	-0.8%
C=CCn1c(C)c(/C=C/c2cc[n+](C)cc2)c2ccccc21	i	65	11%	-48%	?	-0.3%	0.5%	-3%	-3.3	69	1.9%

Of the compounds above, three have two or more sulfur atoms:
SMILES	T cell modulator	T cell modulator vesicle-bound %	MgcRacGAP inhibition	PhoP inhibition	NS5 inhibitors	K1F lysis inhibition	RSV antiviral HEp-2	SV40 large T antigen	NTR1 ag	NTR1 ag cell count 20 µM	West Nile antiviral	others
CC(C)N1C(=S)SC(C)(C)C1NO (stereo not given)	i	30	10%	-6%	1%	0.2%	3.6%	7%	0.9	57	0.0%
Cc1cccc(C(=O)NNC(=S)NC(=O)c2cccs2)c1	i	39	-2%	3%	12%	1.8%	-1.1%	10%	2.3	48	-1.3%
CCOc1ccc(NS(=O)(=O)c2ccc3c(c2)N(C(C)=O)CCS3)cc1	i	35	-40%	4%	2%	-0.5%	7.1%	1%	2.5	60	-0.2%

Next compounds follow:
SMILES	T cell modulator	T cell modulator vesicle-bound %	MgcRacGAP inhibition	PhoP inhibition	NS5 inhibitors	K1F lysis inhibition	RSV antiviral HEp-2	SV40 large T antigen	NTR1 ag	NTR1 ag cell count 20 µM	West Nile antiviral	others
CN(C(=O)CCn1c(=S)oc2ccccc21)c1ccc(F)cc1	i	54	8%	3%	-5%	0.4%	2.3%	6%	-1.6	80	·
CCn1c(C)nc2cc(C(=O)N=Nc3c(O)[nH]c4c(C)cc(C)cc34)ccc21	i	52	·	-9%	·	·	7.9%	9%	-0.3	71	1.1%
O=C1NCCO1	i	29	7%	8%	-2%	3.3%	0.8%	22%	0.4	59	·
CC1(C)OC(=O)C(=CNCCc2ccc(O)cc2)C(=O)O1	i	35	17%	7%	-3%	0.7%	0.5%	20%	0.5	34	1.3%
Brc1cnc(N2CCCC2)nc1N1CCOCC1	i	51	3%	5%	3%	0.5%	12%	-13%	0.3	75	-0.1%
COc1ccc(CN2CCN(C(=O)c3ccco3)CC2)cc1	i	43	7%	19%	3%	0.2%[50 µM]	0.4%	1%	-0.8	64	-0.3%
Cc1cc(=O)c(C(=O)O)cn1Nc1ccc(F)cc1	i	48	5%	-15%	5%	-3.2%	0.7%	17%	-0.2	59	-0.1%
Cc1onc(-c2c(Cl)cccc2Cl)c1C(=O)Nn1cnnc1	i	7	2%	15%	1%	-0.3%	1.4%	4%	-1.2	41	0.4%
COc1ccc(C(C)(C)C)cc1NC(=O)CCCn1c(=O)oc2ccccc21	i	48	8%	-8%	-7%	0.9%	6.0%	14%	0.9	46	-0.8%
N#Cc1cccc(Cn2nnc(-c3ccccc3)n2)c1	i	42	3%	1%	0%	0.8%	2.6%	14%	-0.8	43	0.1%
COc1ccc(C(=O)Nc2nnc(CCc3ccccc3)s2)c(OC)c1	i	60	5%	-3%	-10%	3.0%	2.4%	11%	4.2	57	-0.9%
COc1ccc(C(=O)NCc2ccc3c(c2)CCO3)cc1	i	42	7%	-10%	8%	-1.0%	0.9%	14%	0.3	41	-0.4%
COc1ccc(C(=O)OCC(=O)NC2CCCC2)c(OC)c1OC	i	45	3%	-2%	3%	0.3%	3.6%	11%	-0.6	74	-0.5%
O=C(NCc1ccccc1)C1CCN(S(=O)(=O)c2ccc(N3CCCC3=O)cc2)CC1	i	15	3%	0%	-4%	0.3%	1.6%	12%	-1.3	47	-0.7%
Cc1ccc(/C=N/NC(=O)c2cc(-c3ccncc3)nc3ccccc23)o1	·	·	9%	·	-1%	0.0%	·	·	3.9	65	3.1%
O=C(NCc1cccs1)c1cc(S(=O)(=O)N2CCCCC2)ccc1Cl	i	23	13%	2%	5%	0.1%	-0.7%	10%	0.8	60	-0.7%
Cc1cc(-c2ccc(C)c(S(=O)(=O)NCC3CCN(Cc4cccc(F)c4)CC3)c2)on1	i	51	1%	-1%	-5%	i	2.9%	12%	3.0	47	-2.0%
COC(CN(C)S(=O)(=O)c1cc2c3c(c1)CCC(=O)N3CCC2)OC	i	16	-23%	1%	-8%	0.3%	-0.3%	-2%	-1.0	60	0.0%
CC1C=CCC2C(=O)N(c3cc(Cl)ccc3O)C(=O)C12 (stereo not given)	i	3	9%	-1%	-8%	0.2%	1.3%	47%	2.6	39	0.2%
O=C(Nc1cnc2ccccn2c1=O)c1ccc(Cl)cc1	i	42	6%	5%	-10%	0.5%	0.7%	1%	1.6	77	-0.4%
NC(Cc1c[nH]c2ccccc12)C(=O)NCc1ccco1 (stereo not given)	i	44	4%	-12%	-3%	0.0%	-0.4%	8%	2.4	44	-0.2%

Compound activity as filed in PubChem.
